Source: PubChem BioAssay (Broad Institute)
C2C12 statin – suppressors of statin myotoxicity in C2C12 myotubes, primary screen, cell-based, single point, plate reader. 330,000 compounds, 0.78% hits. rescue of ATP level, % at 7.49 µM. C2C12 myotubes + simvastatin, ATP luminescence, 48 h; scaled: DMSO 0, geranylgeraniol control 100;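 active = mean ATP rescue above about 67%, or every replicate alone reaching that limit, limit read from the data, passing the limit was not always enough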;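 note: myotubes were challenged with 10 µM simvastatin during compound exposure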
Xi reactivation – activators of inactive X chromosome reactivation, primary screen, imaging, XiGFP fibroblasts, GFP high-content imaging, set 2 | 360,000 compounds, 0.055% hits | AID 743238, 2013 | activation, % at 7.58 µM | XiGFP mouse fibroblasts, % GFP-positive cells imaging, 3 d; cells co-treated with 5-aza-dC sensitizer; scaled so ellipticine positive control = 100%;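 active = mean normalized replicate activation at least 10% and every replicate at or above 10%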;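 note: 0% = median of on-plate neutral control wells and 100% = ellipticine 6 µM median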
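Assay system: SV40-immortalized XiGFP fibroblast cells, line 68-5-11; buffer or medium: DMEM plus 5-aza-dC sensitizer; compound: one concentration, pinned; timing: compounds 3 days, fix/stain 15 min at room temperature; benchmarks: positive control ellipticine, 6 µM final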
S100A4 MyoIIA – inhibitors of S100A4-myosin IIA peptide binding, primary screen, biochemical, fluorescence polarization, TAMRA-MyoIIA peptide. Protein S100-A4 (Homo sapiens), P26447. inhibition, % at 10.7 µM. 360,000 compounds, 0.14% hits;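 active = mean inhibition of at least 70% across replicates, with every replicate also reaching that level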
Target sequence (P26447 whole entry, looked up): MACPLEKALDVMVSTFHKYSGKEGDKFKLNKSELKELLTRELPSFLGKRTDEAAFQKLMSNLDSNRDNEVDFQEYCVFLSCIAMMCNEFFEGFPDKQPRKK
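Assay system: human S100A4 monomer with TAMRA-labelled myosin IIA peptide / Buffer or medium: Calcium-containing HEPES buffer, pH 7.2 / Reagent: TAMRA-labelled myosin IIA heavy-chain peptide probe, 5 nM / Compound: one dose per compound / Timing: polarization read 5 min after assay mix addition, stable 5–60 min / Benchmarks: neutral control DMSO, positive control TFP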
Cneo AK release – Cryptococcus neoformans cell lysis inducers, primary screen, AK release luminescence, single concentration; 360,000 compounds, 0.2% hits; lysis activity, % at 15 µM; C. neoformans lysis, adenylate kinase release luminescence, 4 h; normalised: neutral wells 0, clomiphene wells 100;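 active = mean lysis activity across replicates of at least 80%, whatever share of replicates individually reach that level; inactive = mean lysis activity below 80%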
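Material: C. neoformans cells; Schedule: 4 h static compound exposure, 37 °C, read 1 h post-reagent; Measured by: adenylate kinase release luminescence; Read-out: signal increase indicating cell lysis; Controls: Clomiphene as positive lysis control.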
ERAP1 inh – human ERAP1 aminopeptidase inhibitors, primary screen, biochemical, single point, plate reader; Endoplasmic reticulum aminopeptidase 1 (Homo sapiens), Q9NZ08; recombinant ERAP1, Leu-AMC fluorescence, 60 min; inhibition, % at 10.7 µM; 340,000 compounds, 0.15% hits; AID 652197, 2013;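 active = mean replicate inhibition of at least 30%, or all replicates individually reaching that 30% level; inactive = mean below 30% and not every replicate reaching it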;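 note: 0% = neutral control wells and 100% = L-leucinethiol positive control wells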
SIRT5 block – SIRT5 desuccinylase inhibitors, primary screen, biochemical, fluorescence imaging, single point, set 5. 330,000 compounds, 1.1% hits. Purified SirT5, succinyl-peptide AMC, trypsin-coupled fluorescence. inhibition, % at 15 µM. NAD-dependent protein deacylase sirtuin-5, mitochondrial (Homo sapiens), Q9NXA8; in the data active = inhibition above about 15%
Target sequence (Q9NXA8 whole entry, looked up): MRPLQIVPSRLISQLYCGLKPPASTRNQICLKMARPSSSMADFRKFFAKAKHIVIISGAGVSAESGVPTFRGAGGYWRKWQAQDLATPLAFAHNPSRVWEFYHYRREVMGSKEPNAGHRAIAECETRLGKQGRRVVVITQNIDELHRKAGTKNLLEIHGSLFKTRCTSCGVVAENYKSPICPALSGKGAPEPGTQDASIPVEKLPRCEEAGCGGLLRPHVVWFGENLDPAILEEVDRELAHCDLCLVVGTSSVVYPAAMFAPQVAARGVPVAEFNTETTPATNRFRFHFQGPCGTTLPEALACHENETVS
PGC1a acetyl inh – inhibitors of PGC1a acetylation signal, primary screen, cell-based, U2OS, AlphaScreen, inhibitor mode | 350,000 compounds, 0.17% hits | inhibition, % at 15.6 µM | AlphaScreen anti-acetyl-lysine; with virally co-expressed GCN5 acetyltransferase;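 active = every replicate shows inhibition of at least 40%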;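 note: 0% = neutral control wells and 100% = positive control wells; some results beyond the cut were filed as inactive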
LGR2 antag – inhibitors of bursicon-induced LGR2 CRE-luciferase signal, primary screen, cell-based, HEK293, CRE-luciferase reporter, bursicon stimulation | Drosophila bursicon receptor LGR2 (rickets) | AID 720647, 2013 | 380,000 compounds, 0.35% hits | bursicon-stimulated, 4 h | inhibition, % at 9.99 µM;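 active = drop in luminescence signal, shown as inhibition above about 50% in the replicate tests, limit read from the data, passing the limit was not always enough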;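 note: agonist challenge used bursicon conditioned medium at about half maximal strength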
* hit, by the source's call; x = not tested or not shown. Some of the compounds tested (hit frequency here may not be typical).

SMILES	C2C12 statin	Xi reactivation	S100A4 MyoIIA	Cneo AK release	ERAP1 inh	SIRT5 block	PGC1a acetyl inh	LGR2 antag
C/C=C/c1ccc2c(c1)O[C@@H](CN(C)C(=O)Nc1cccc(F)c1)[C@@H](C)CN([C@@H](C)CO)S2(=O)=O	6	-0.3	-5	7	1	4	-16	4
Cc1nc2sccn2c(=O)c1S(=O)(=O)N1CCN(c2ccccc2)CC1	7	0.0	-5	0	5	6	-5	x
COc1ccccc1OCCNC(=O)CSC(=S)N1CCCC1	-14	0.0	-8	0	2	-3	x	-8
CC(=O)O[C@]1(C(C)=O)CCC2C3C=C(C)C4=CC(=O)CC[C@]4(C)C3CC[C@@]21C (some centres not stated)	5	0.0	-2	-2	1	2	-2	-3
C=CCc1cccc2cc(C(=O)Nc3cccc(C(=O)O)c3)c(=O)oc12	x	-0.1	2	x	1	0	x	-3
COc1cccc(C2=NN(C(=O)c3cccs3)C(O)(C(F)(F)F)C2)c1 (configuration not stated)	x	0.0	-2	x	-1	-3	7	-33
C[C@@H]1CN([C@H](C)CO)C(=O)c2cc(NC(=O)Nc3ccc(F)cc3)ccc2O[C@H]1CN(C)S(=O)(=O)c1ccc(F)cc1	1	-0.1	-6	43	0	13	-14	12
C/C=C/c1ccc2c(c1)O[C@@H](CN(C)S(=O)(=O)c1ccccc1OC)[C@H](C)CN([C@@H](C)CO)S2(=O)=O	-76	-0.2	-27	-5	2	3	-20	0
COc1cccc(C(=O)Nc2ccc3c(c2)C(=O)N(C)C[C@@H](OC)[C@@H](C)CN(CC2CC2)[C@H](C)CO3)c1	7	-0.1	6	-5	-2	2	-9	-8
N#C[C@H]1[C@H](c2ccccc2-c2cccc(F)c2)[C@@H](CO)N1C(=O)CN1CCOCC1	x	0.2	4	x	0	-4	8	0
CO[C@H]1CN(C)C(=O)c2cc(NC(=O)c3ccc4c(c3)OCO4)ccc2OC[C@H](C)N(CC2CC2)C[C@@H]1C	11	0.3	3	1	3	6	-6	5
CO[C@@H]1CN(C)C(=O)c2ccc(NC(C)=O)cc2OC[C@@H](C)N(CC2CCCCC2)C[C@@H]1C	-3	0.7	3	9	-4	-5	5	-3
CC(=O)c1ccccc1NC(=O)C1CCCN(C(=O)c2ccc(Cl)cc2)C1 (configuration not stated)	10	0.4	-4	0	-3	-3	7	6
Cn1nnnc1SCc1ccc(CSc2nnnn2C)cc1	x	0.0	0	x	-2	0	x	4
CN(C)S(=O)(=O)c1ccc(C(=O)Nc2ccccc2[N+](=O)[O-])cc1	x	0.1	1	-1	-3	x	-12	x
CCOc1cccc2sc(N(CCN(C)C)C(=O)CCS(=O)(=O)c3ccccc3)nc12	x	0.1	-8	0	-7	-1	5	3
O=C(N[C@@H]1CC[C@@H](CC(=O)N2CCCCC2)O[C@H]1CO)c1cccc(F)c1	-2	-0.3	-1	4	-4	3	-3	13
Cc1noc(C)c1S(=O)(=O)Nc1ccc2c(c1)C(=O)N([C@H](C)CO)C[C@@H](C)[C@H](CN(C)C(=O)Nc1cccc3ccccc13)O2	44	-0.1	5	3	-4	0	2	5
Cc1nc(OCc2c(C)noc2C)c2ccccc2n1	x	0.0	4	x	-6	-2	1	-22
COc1ccc(-c2nc(CSCC(=O)NCc3ccc4c(c3)OCO4)c(C)o2)cc1	-2	0.1	-5	5	3	-3	5	-26
O=C(NCc1cccc(Cl)c1)C1Cc2c(-c3ccccc3)ccnc2O1 (configuration not stated)	17	0.1	-3	1	2	-5	x	2
O=[N+]([O-])c1ccc(S(=O)(=O)N2CCN(c3ccc(N4CCOCC4)nn3)CC2)cc1	14	0.0	-3	-2	-2	-1	-8	-3
COc1ccc(C(CNc2nc(-c3cccnc3)nc3ccccc23)N(C)C)cc1 (configuration not stated)	-4	0.0	-3	0	-1	-4	x	-2
Cc1cccc(CCNC(=O)C2CCN(S(=O)(=O)N3CCOCC3)CC2)c1	-19	0.1	0	-9	1	-2	-10	-2
CCCN(C)C[C@H]1OCCCC[C@@H](C)Oc2ccc(NC(=O)Nc3ccc(C(F)(F)F)cc3)cc2C(=O)N([C@@H](C)CO)C[C@H]1C	x	-0.1	5	1	-4	1	-16	19
O=C(NC[C@@H]1CC[C@H]2[C@H](CN2C(=O)C2CCOCC2)O1)c1cccnc1	x	x	9	x	-5	-12	-1	x
C[C@@H]1CCCCO[C@@H](CN(C)C(=O)c2ccccc2)[C@@H](C)CN([C@@H](C)CO)C(=O)c2cc(NS(=O)(=O)c3ccccc3)ccc2O1	x	0.1	2	-1	1	0	0	1
CC(=O)Nc1ccc2c(c1)C(=O)N(C)[C@H]1CC[C@@H](CC(=O)NCC3CC3)O[C@H]1CO2	3	0.3	-27	-2	1	-1	-2	-3
C[C@@H]1CN([C@@H](C)CO)C(=O)Cc2cc(NC(=O)CCC(F)(F)F)ccc2O[C@@H]1CN(C)C(=O)Nc1cccc2ccccc12	14	0.0	-12	-3	0	1	-7	8
COC(=O)c1ccc(OC)c(NS(=O)(=O)c2ccc(-n3cnnn3)cc2)c1	-4	0.0	-1	1	2	-1	4	3
Cc1cc(C)c2ccc3c(C)c(C)n(C)c3c2n1	9	0.0	-2	2	1	-3	-2	1
COc1cc(OC)cc(C(=O)N2CCC(C(=O)Nc3ccc4c(c3)OCCO4)CC2)c1	x	-0.1	x	3	x	x	-5	8
O=C(O)C[C@@H]1C[C@@H]2c3cc(NC(=O)c4ccc5c(c4)OCO5)ccc3O[C@@H]2[C@H](CO)O1	0	0.4	4	3	-2	-1	0	-15
CCCCN(CC)CCNC(=O)Cn1cc2c(n1)-c1c(oc(C(=O)N3CCCC3)c1C)CC2	2	0.0	-1	1	-5	-1	-3	3
Cc1ccc(S(=O)(=O)NCCC(=O)N2CCN(S(=O)(=O)c3ccccc3)CC2)cc1C	3	0.0	10	1	1	-2	x	-7
CCOc1ccc(NC(=O)C2CCCN(S(=O)(=O)c3ccc4[nH]c(=O)ccc4c3)C2)cc1 (configuration not stated)	-36	0.1	1	13	-3	-4	-6	-15
O=C(CSc1ncnc2c1cnn2CCc1ccccc1)Nc1cccc(C(F)(F)F)c1	-1	x	-1	-2	1	3	x	33
COC(=O)c1cc(CNC(=O)C2CC(=O)N(c3ccc4c(c3)OCCO4)C2)ccc1OC (configuration not stated)	13	0.2	-2	-1	0	-3	0	x
COc1ccc(CN(C)C[C@H]2Oc3c(NS(=O)(=O)c4ccc(OC)cc4)cccc3C(=O)N([C@H](C)CO)C[C@@H]2C)cc1	7	-1.3	-25	-1	0	-1	-6	-1
O=[N+]([O-])c1ccc(P(=O)(Cc2ccccc2)c2ccccc2O)cc1 (configuration not stated)	2	0.2	0	0	-3	1	-3	-7
CN(C)c1ccc(Nc2nc(N)c3ccccc3n2)cc1	-144	0.2	0	-4	-23	-8	x	89*
CS(=O)(=O)N1CCn2c1nc1ccccc12	x	0.2	-54	0	1	0	x	x
Cc1ccc(/C=C/C(=O)CCC(=O)O)cc1	-1	0.0	5	0	2	-1	-4	-30
O=C(NC(=S)Nc1ccc2oc(-c3ccncc3)nc2c1)c1ccccc1F	-4	0.1	-2	-6	2	1	10	-1
COc1ccc(S(=O)(=O)N2CCC(C(=O)NC3CC(C)(C)NC(C)(C)C3)CC2)cc1	3	0.0	-1	2	-2	-6	6	-14
COc1ccc(C(=O)OCC(=O)c2ccc[nH]2)c(OC)c1	-9	0.2	-2	0	1	x	3	-29
O=C(COc1ccc(-c2ccccc2)cc1)Nc1cccnc1	5	0.1	20	-3	2	0	x	-4
COc1ccc(NC(=O)N(C)C[C@H]2OCCCC[C@@H](C)Oc3ccc(NC(=O)NC4CCCCC4)cc3C(=O)N([C@H](C)CO)C[C@@H]2C)cc1	x	0.0	134*	1	-5	4	-3	-3
N#CCc1ccc(-c2cccc3nccn23)cc1	9	0.3	5	1	4	-48	x	12
CSCC[C@H](NC(=O)c1cccs1)c1nnc2ccccn12	-7	0.1	-17	12	-6	-4	9	1
CC(=O)c1cccc(OCC(=O)N(Cc2ccco2)c2c(N)n(Cc3ccccc3)c(=O)[nH]c2=O)c1	3	0.0	2	1	-3	-1	4	-11
COc1ccc(C(CNC(=O)/C=C/c2c(Cl)nc3ccccn23)N(C)C)cc1 (configuration not stated)	x	-0.1	0	x	0	7	2	4
COc1ccc(/C(C)=N\O)cc1OC	x	0.2	-1	x	-2	-4	6	x
O=C(CC(C(=O)O)c1ccc(Cl)cc1)c1ccc(Br)cc1 (configuration not stated)	-4	0.0	0	0	-2	17*	0	2
Cc1noc(C)c1NC(=O)Nc1cccc2c1O[C@@H](CN(C)Cc1ccc(Oc3ccccc3)cc1)[C@H](C)CN([C@H](C)CO)C2=O	x	-1.2	-45	1	0	-6	-6	-2
Cc1ccc(S(=O)(=O)N(C)C[C@@H]2Oc3ccc(NC(=O)Nc4cccc5ccccc45)cc3C(=O)N([C@H](C)CO)C[C@@H]2C)cc1	22	-0.8	x	x	x	x	-10	0
Cc1ccc(C(=O)NNC(=O)Cc2nc3nc(C)cc(C)n3n2)cc1	-18	0.1	0	-13	-1	-1	x	18
COCCNC(=O)/C(C#N)=C\c1ccc(CNS(=O)(=O)c2ccccc2)o1	x	-0.1	-5	x	0	-1	-16	21
COCCN(C(=O)c1cc(-c2ccc(F)cc2)nc2ccccc12)c1c(N)n(CC(C)C)c(=O)[nH]c1=O	3	0.0	-7	-1	1	-2	1	-14
COC(=O)C1=C(C)N(CC2CC2)C(=NCc2cc(OC)c(OC)c(OC)c2)N[C@H]1c1ccccc1	-11	x	-2	-1	0	-7	5	7
C/C(=N\NC(=O)Cn1ccc(C(F)(F)F)n1)c1ccc(N2CCOCC2)cc1	-4	0.1	0	3	3	-5	6	1
CCCOc1ccc(F)cc1-c1cc(C(=O)NCc2ccco2)[nH]n1	1	0.2	10	0	-1	-1	-1	-7
O=C(CCNC(=O)c1ccc(Br)cc1)NCCCc1ccccc1	9	0.3	1	-2	-6	-7	x	4

Only C2C12 statin and S100A4 MyoIIA, for two of the compounds above:
molecule | C2C12 statin | S100A4 MyoIIA
CC(=O)c1cccc(OCC(=O)N(Cc2ccco2)c2c(N)n(Cc3ccccc3)c(=O)[nH]c2=O)c1 | 3 | 2
COc1ccc(C(CNC(=O)/C=C/c2c(Cl)nc3ccccn23)N(C)C)cc1 (configuration not stated) | x | 0

S100A4 MyoIIA, what is marked active above.
SMILES | S100A4 MyoIIA | ERAP1 inh | SIRT5 block | PGC1a acetyl inh | LGR2 antag
COc1ccc(NC(=O)N(C)C[C@H]2OCCCC[C@@H](C)Oc3ccc(NC(=O)NC4CCCCC4)cc3C(=O)N([C@H](C)CO)C[C@@H]2C)cc1 | 134* | -5 | 4 | -3 | -3
